Source: PubChem BioAssay (National Center for Advancing Translational Sciences (NCATS))
IMPase Li inh: membrane-permeable IMPase blocker, potentiated with lithium; CHO-M1 cells, IP1 TR-FRET (IP-One), carbachol + lithium; Potency, µM (series often up to 59.4 µM), for inactives: at the top dose activity, negative = IMPase inhibition, hits mostly inhibitors; 0.35% of 210,000 active;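 note: IP1 builds up when IMPase is blocked and the TR-FRET signal falls; potency is the fitted concentration of half-maximal effect; plate controls were basal vehicle for no effect and high inhibitor control for full effect; nearly all actives have a fitted effect of over 50% in size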
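Lithium-sensitised IP1 accumulation assay; M1-expressing CHO cells treated 30 min at 37C with compound. Competitive antibody detection by time-resolved FRET followed a 10 min room-temperature lysis step.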
SMN2 splice enh: increases expression of the SMN2 splice variant; AID 1458; 2.8% of 210,000 active; Potency, µM (titrated, usually from 46.1 µM), inactives show top-dose activity change, positive = activation, actives largely listed as activators; HEK293 SMN2-luciferase splicing reporter, luminescence, 30-36 h; note: potency is the fitted concentration of half-maximal effect; % of control where 0% means no effect; nearly all actives have a fitted effect of over 55% in size
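qHTS luciferase splicing reporter: luminescence rises when SMN2 exon 7 is included in transfected HEK293 cells. Compound exposure lasted 30-36 h at 37C, with 4.5 mM final sodium butyrate as control, followed by a ONE-Glo read.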
HttQ103 aggreg: mutant huntingtin aggregation inhibition | Potency, µM (titrated, usually from 46.1 µM), for the others: at the top dose activity change, negative = inhibition, usual class: inhibitors | AID 1688 | 1.1% of 220,000 active | PC12 HttQ103-GFP aggregates, Acumen cytometry, 40 h; note: potency is the fitted concentration of half-maximal effect; % is set by controls: 0 for no effect and ±100 for the full control effect; nearly all actives have a fitted effect of over 60% in size
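Compounds (qHTS titration) were added to PC12 cells expressing an ecdysone-driven HTT exon 1 Q103–GFP fusion after induction with 100 nM tebufenozide. Aggregate formation was measured as GFP objects in cell lysates.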
CBFb RUNX1 block: blocks binding between human CBF-beta and RUNX1. Q01196+Q13951. AlphaScreen CBFb-His/RUNX1-biotin binding, biochemical. Potency, µM (series often up to 59.8 µM), for the others: top-dose activity, negative = inhibition, actives largely listed as inhibitors. 230,000 tested, under 10 active; note: % of control where 0% means no effect
Target sequence (Q01196 whole entry, looked up): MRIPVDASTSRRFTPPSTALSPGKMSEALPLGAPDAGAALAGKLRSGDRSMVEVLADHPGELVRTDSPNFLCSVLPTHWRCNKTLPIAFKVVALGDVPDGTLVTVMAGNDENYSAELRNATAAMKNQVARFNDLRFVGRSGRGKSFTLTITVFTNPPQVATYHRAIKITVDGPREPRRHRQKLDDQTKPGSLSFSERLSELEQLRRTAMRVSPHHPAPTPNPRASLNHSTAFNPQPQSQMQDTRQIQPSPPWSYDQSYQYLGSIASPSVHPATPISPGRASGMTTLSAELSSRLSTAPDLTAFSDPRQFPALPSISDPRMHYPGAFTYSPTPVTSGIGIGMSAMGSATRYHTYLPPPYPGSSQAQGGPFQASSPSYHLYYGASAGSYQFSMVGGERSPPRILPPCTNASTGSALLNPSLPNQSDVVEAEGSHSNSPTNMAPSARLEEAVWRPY
Target sequence (Q13951 whole entry, looked up): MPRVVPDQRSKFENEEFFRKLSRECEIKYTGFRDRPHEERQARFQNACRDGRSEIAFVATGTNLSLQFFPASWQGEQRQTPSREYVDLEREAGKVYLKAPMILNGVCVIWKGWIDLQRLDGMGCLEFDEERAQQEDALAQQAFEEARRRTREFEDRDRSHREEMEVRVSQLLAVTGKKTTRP
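CBFb-His/RUNX1-biotin, 30 nM each, preincubated 20 min RT; compound 15 min RT; Ni + streptavidin beads 50 ng each, 90 min RT; AlphaScreen read.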
HTT cytoprotect: cytoprotection in Huntington HTT-Q103 PC12 cell model. PC12 HTT-Q103 induced, cytoprotection, ATP luminescence, 40 h. Potency, µM (top dose mostly 56.4 µM), inactives show cytoprotection (ATP increase), usual class: activators. 0.14% of 230,000 active. AID 1471;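 note: potency is the fitted concentration of half-maximal effect; % of control where 0% means no effect; nearly all actives have a fitted effect of over 45% in size; toxic huntingtin expression switched on by the ecdysone agonist tebufenozide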
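Compounds added alongside 100 nM tebufenozide, which induces toxic Q103 huntingtin exon 1-GFP in stable PC12 cells; surviving cells quantified by luminescent ATP measurement. Medium: phenol red-free DMEM, 5% equine and 5% calf serum.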
Luc counter: counter-screen: inhibitors of Kinase-Glo firefly luciferase | 0.28% of 200,000 active | Potency, µM (top dose mostly 38.3 µM), for the others: at the highest dose activity change, negative = inhibition, hits mostly inhibitors | Q27757 | Kinase-Glo luciferase, ATP luminescence, 8 min | AID 1379; note: potency is the fitted concentration of half-maximal effect; % is set by controls: 0 for no effect and ±100 for the full control effect; nearly all actives have a fitted effect of over 60% in size
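Luminescence was the read-out, taken after 8-minute incubation at ambient temperature. Luciferase turned over luciferin with 10 uM ATP in imidazole pH 7.2 buffer containing KCl, MgCl2, Tween 20 and BSA.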
LMNA splice mod: modulators of lamin A splicing; HeLa LMNA splicing GFP/RFP minigene ratio, 48 h; Potency, µM (titrated, usually from 46.1 µM), without a hit: at the top dose ratio change, negative = inhibition, usual class: inhibitors; 0.01% of 200,000 active; active = well fitted inhibition curve with a large enough effect in the signal ratio, with a control signal flat, not every such curve was filed as active; inconclusive = small, poorly fitted or top-dose-only effect, or effect the other way, or a change in a side signal; the % refers to the signal ratio; note: potency is the fitted concentration of half-maximal effect; % is set by controls: 0 for no effect and ±100 for the full control effect
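Read-out is the ratio of GFP to DsRed2 object intensity, acquired by 488 nm laser-scanning cytometry on HeLa lamin A-EGFP minigene reporter cells. Compound incubation 48 hrs at 37 °C in Opti-MEM with 2% FBS; DMSO 0.5% final.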
An asterisk follows results filed as active; ? = inconclusive; nt = not tested or not shown; [ ] = another dose, or the depositor's remark. Unless noted, calls come from the whole dose curve; as a rule, active = well fitted curve in the direction sought with a large enough effect; inconclusive = small, poorly fitted or top-dose-only effect, or another doubt; inactive = no such curve, though single readings can be large; an effect the other way counts as inactive or inconclusive.

SMILES	IMPase Li inh	SMN2 splice enh	HttQ103 aggreg	CBFb RUNX1 block	HTT cytoprotect	Luc counter	LMNA splice mod
COc1ccc(-n2c(=O)c(-c3cc(F)cc(F)c3)nc3cnc(N(C)C)nc32)cc1	-29%	nt	nt	nt	13%	nt	8%
COC(=O)Nc1ccc(S(=O)(=O)N2CCCCC2C(=O)NCc2ccco2)cc1 (centres undefined)	24%[38.3 µM]	-15%	-15%	-1%	-6%	-2%	9%
CN(c1ccccc1)S(=O)(=O)c1ccc(C(=O)Nc2nccs2)cc1	-16%[38.3 µM]	-14%	-11%	-14%	-2%	-2%	8%
CC(/C=N/NC(=O)Cn1nnc(N)n1)=C\c1ccc(C(C)C)cc1	nt	nt	21%[9.22 µM]	3%	-3%[10 µM]	nt	nt
Cc1ccccc1C1=NC(C(F)(F)F)(C(F)(F)F)c2c(n(C)c(=O)n(C)c2=O)N1	-2%	-13%	-3%	4%	5%[10 µM]	3%	12%
COc1ccc(NC(=O)C2=C(C)NC(=O)NC2c2ccccc2[N+](=O)[O-])cc1 (centres undefined)	nt	nt	-14%[9.22 µM]	-2%	21%[10 µM]	nt	nt
COCCCNC(=O)c1ccc(Cn2c(=O)c3ccccc3n(CC(=O)NCCc3ccc(OC)c(OC)c3)c2=O)cc1	-1%	-12%	-15%	-6%	-69%[inhibitor]	2%	?
CN(C)c1nc(Oc2ccc(C(=O)OCC(=O)Nc3ccccc3)cc2)nc(N(C)C)n1	25%[38.3 µM]	4%	-1%[9.22 µM]	1%	-15%	3%	2%
CNC(=O)c1cc2cc(OC)ccc2oc1=O	11%[38.3 µM]	-8%	14%[1.84 µM]	2%	-1%	1%	11%
Cc1cccc(NC(=O)c2ccc(NCCO)c([N+](=O)[O-])c2)n1	nt	nt	-4%[9.22 µM]	-2%	7%[10 µM]	nt	nt
COc1cccc(C(=O)N2CCN(Cc3cn[nH]c3-c3ccc(F)cc3F)CC2)c1	2%	nt	?	-2%	-20%	4%	nt
Cc1cc(O)c(/C=N/Nc2ccccc2)c(=O)o1	62%[activator][38.3 µM]	-61%[inhibitor]	-7%	10%	-9%[10 µM]	3%	-17%
CN(C)CCN(C(=O)c1ccccc1Cl)c1nc2c(Cl)cccc2s1	16%	6%	?	-5%	-17%[10 µM]	-3%	-13%
COc1cccc([C@@H]2Oc3ccc(OC)cc3C(=O)[C@H]2OC(=O)NCCOc2ccccc2)c1	-13%	8%	nt	-6%	-9%	1%	nt
Cc1nc2ccccc2nc1SCC(=O)N1CCC(C)CC1	13µM*	-27%	-4%	-1%	3%	2%	10%
O=c1c(Cc2ccc(Cl)cc2Cl)c(O)ccn1CCCN1CCOCC1	0%	21%	-2%	6%	6%	3%	?
N=C1/C(=C\c2ccc(SCc3ccco3)o2)C(=O)N=C2SC=NN12	2%[38.3 µM]	1%	-6%	nt	-61%[inhibitor]	-7%	8%
FC(F)(F)c1nnc(-c2ccccc2)nc1Oc1ccc(Cl)cc1Cl	8%[38.3 µM]	-1%	-9%	5%	-11%	-4%	?
CC(C)Nc1nc(NC(C)C)nc(NS(=O)(=O)c2ccc(N)cc2)n1	1%	5%	-14%	10%	2%[10 µM]	-1%	-4%
CCn1c(C)cc(O)cc1=O	nt	nt	-24%[9.22 µM]	5%	-2%[10 µM]	nt	nt
CC(=O)CC(=O)Nc1ccccc1NC(C)=O	7%[38.3 µM]	-16%	12%	6%	13%	-1%	4%
COc1ccc(N2C(=O)CSCC2=O)cc1OC	0%	5%	-3%	-22%	-39%[inhibitor]	2%	?
CCOC1OC(=O)C(Cl)=C1Nc1ccc(C)cc1 (centres undefined)	-2%	-18%	-16%	-8%	-16%	1%	nt
Cc1nc(CNS(=O)(=O)c2cc([N+](=O)[O-])ccc2C)cs1	nt	nt	1%[9.22 µM]	1%	3%[10 µM]	nt	nt
COc1cccc(C(c2c(NC(=O)c3ccccc3)sc(C)c2C)N2CCN(C)CC2)c1 (centres undefined)	13%	-58%[inhibitor]	-16%	-3%	-6%[10 µM]	3%	-13%
SMILES	IMPase Li inh	SMN2 splice enh	HttQ103 aggreg	CBFb RUNX1 block	HTT cytoprotect	Luc counter	LMNA splice mod
c1cncc(-c2nc3c(ccc4ccccc43)[nH]2)c1	-5%[38.3 µM]	8%	?	-4%	-17%	-1%	?
COc1ccc(CN2CCN(CCC(C)C)C(CCO)C2)cc1Cn1cncn1 (centres undefined)	12%	nt	8%[9.22 µM]	11%	15%[10 µM]	0%	1%[46 µM]
COC(=O)c1cn(NC(=O)C2CCCO2)c(=O)c2ccccc12 (centres undefined)	1%	30%	10%	-6%	-6%[10 µM]	6%	-5%
O=C(COC(=O)c1cc[n+]([O-])cc1)NCCc1ccc(Cl)cc1Cl	-2%	3%	16%	10%	27%[10 µM]	-1%	-1%[46 µM]
NS(=O)(=O)c1ccc(CNC(=O)c2cc(-c3ccccc3)nc3ccccc23)cc1	nt	nt	-1%[9.22 µM]	5%	5%[10 µM]	nt	7%[46 µM]
OC(CNCCC(c1ccccc1)c1ccccc1)COc1ccccc1 (centres undefined)	2%	4%	-18%	-7%	-33%[inhibitor]	-1%	nt
O=C(CCn1c(=O)[nH]c2ccccc2c1=O)NCCSCc1ccccc1	-5%	-26%	-18%	-1%	-15%	0%	10%[46 µM]
COC(=O)c1ccccc1NC(=O)N1CCCC1	20%[38.3 µM]	?	4%	6%	-4%	0%	-1%
c1ccc(CNC2=NCCCC2)cc1	nt	nt	11%	9%	-3%	nt	?
CC(C)C[C@H](NC(=O)NCCC1=CCCCC1)C(=O)O	nt	nt	14%[9.22 µM]	11%	4%[10 µM]	nt	nt
Cc1cc(C(=O)N/N=C/c2ccc3c(c2)OCO3)c(C)n1-c1ccc(F)cc1	-7%	12%	-3%	-17%	-20%	-4%	nt
COC(=O)c1ccc(Cl)c(NS(=O)(=O)c2ccc3c(c2)OCCO3)c1	23%[38.3 µM]	?	-3%	9%	-20%	1%	-7%
O=C(OCC(=O)N1CCN(C(=O)c2ccco2)CC1)c1ccccc1O	20%[38.3 µM]	6%	-4%	1%	-5%	-3%	10%
Cc1nc2ncccn2c1-c1csc(Nc2ccc(O)cc2)n1	19%	nt	-8%[9.22 µM]	-8%	-62%[inhibitor][10 µM]	-1%	-4%[46 µM]
COc1ccc(NC(=O)CSc2nnc(Cc3cccn3C)n2-c2ccc(OC)cc2)cc1	0%	-7%	16%	-17%	1%	8%	-10%
COc1cc(/C(C)=N/NC(=O)CSc2nnc(C)s2)ccc1O	nt	nt	-1%[9.22 µM]	8%	0%[10 µM]	nt	nt
CCN(CC)CCCNC(=O)CCc1ccccc1	17%[38.3 µM]	-7%	2%	8%	2%	-1%	8%
Cn1cccc1Cc1nnc(SCC(=O)NCc2ccco2)n1CCc1ccccc1	3%	-6%	-11%	-9%	14%[10 µM]	-3%	-2%
CN(C)c1nc(Oc2ccc(=O)n(C)n2)nc(N2CCOCC2)n1	11%[38.3 µM]	18%	2%	-3%	5%[1.9 µM]	-5%	-13%
COc1ccc(OC)c(Nc2nc3ccccc3n3cnnc23)c1	nt	nt	-5%[9.22 µM]	0%	-19%[10 µM]	nt	nt
Cc1ccc2oc(-c3ccc(NC(=O)c4cccnc4)cc3)nc2c1	-4%	2µM*	?	4%	-1%[10 µM]	1%	-12%
Cc1cc(C)nc(-n2nc(C)c(C3(O)C(=O)Nc4ccccc43)c2N)n1 (centres undefined)	-9%[38.3 µM]	-1%	-12%	8%	-41%[inhibitor]	0%	-6%

In the list so far, 10 have a halogen.
SMILES	IMPase Li inh	SMN2 splice enh	HttQ103 aggreg	CBFb RUNX1 block	HTT cytoprotect	Luc counter	LMNA splice mod
COc1ccc(-n2c(=O)c(-c3cc(F)cc(F)c3)nc3cnc(N(C)C)nc32)cc1	-29%	nt	nt	nt	13%	nt	8%
Cc1ccccc1C1=NC(C(F)(F)F)(C(F)(F)F)c2c(n(C)c(=O)n(C)c2=O)N1	-2%	-13%	-3%	4%	5%[10 µM]	3%	12%
COc1cccc(C(=O)N2CCN(Cc3cn[nH]c3-c3ccc(F)cc3F)CC2)c1	2%	nt	?	-2%	-20%	4%	nt
CN(C)CCN(C(=O)c1ccccc1Cl)c1nc2c(Cl)cccc2s1	16%	6%	?	-5%	-17%[10 µM]	-3%	-13%
O=c1c(Cc2ccc(Cl)cc2Cl)c(O)ccn1CCCN1CCOCC1	0%	21%	-2%	6%	6%	3%	?
FC(F)(F)c1nnc(-c2ccccc2)nc1Oc1ccc(Cl)cc1Cl	8%[38.3 µM]	-1%	-9%	5%	-11%	-4%	?
CCOC1OC(=O)C(Cl)=C1Nc1ccc(C)cc1 (centres undefined)	-2%	-18%	-16%	-8%	-16%	1%	nt
O=C(COC(=O)c1cc[n+]([O-])cc1)NCCc1ccc(Cl)cc1Cl	-2%	3%	16%	10%	27%[10 µM]	-1%	-1%[46 µM]
Cc1cc(C(=O)N/N=C/c2ccc3c(c2)OCO3)c(C)n1-c1ccc(F)cc1	-7%	12%	-3%	-17%	-20%	-4%	nt
COC(=O)c1ccc(Cl)c(NS(=O)(=O)c2ccc3c(c2)OCCO3)c1	23%[38.3 µM]	?	-3%	9%	-20%	1%	-7%

Laid out differently: entries from further up.
structure: O=C(COC(=O)c1cc[n+]([O-])cc1)NCCc1ccc(Cl)cc1Cl
- IMPase Li inh: -2%
- SMN2 splice enh: 3%
- HttQ103 aggreg: 16%
- CBFb RUNX1 block: 10%
- HTT cytoprotect: 27%[10 µM]
- Luc counter: -1%
- LMNA splice mod: -1%[46 µM]
structure: NS(=O)(=O)c1ccc(CNC(=O)c2cc(-c3ccccc3)nc3ccccc23)cc1
- IMPase Li inh: nt
- SMN2 splice enh: nt
- HttQ103 aggreg: -1%[9.22 µM]
- CBFb RUNX1 block: 5%
- HTT cytoprotect: 5%[10 µM]
- Luc counter: nt
- LMNA splice mod: 7%[46 µM]
